HUVEC inhibit = human endothelial cell proliferation inhibition; HUVEC proliferation, CellTiter-Glo luminescence, 72 h; hits give low values; viability, % at 10 µM (by protocol); hit rate 1.1% among 86,000; AID 648;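 active = viability at or below 30%; inactive = viability above 30%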;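 also: 100% = median luminescence of DMSO-only cell control wells on each plate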
Fibroblast inh = blocks proliferation of human lung fibroblasts; LL 47 human lung fibroblast viability, ATP luminescence; hits give low values; viability, % at 10 µM; hit rate 1.1% among 85,000; AID 719;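 active = viability at or below 50% in the single dose screen; inactive = viability above 50%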;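 also: compound exposure lasted 72 h before the ATP readout; 100% = median luminescence of untreated cell-only wells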
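test system = LL 47 human lung fibroblasts | amount = 1,150 fibroblasts seeded per well | medium = 15% FBS in IMEM | times = overnight cell rest, 72 h compound treatment at 37 °C | measured by = CellTiter-Glo luminescence measuring cellular ATP | read-out = viability percentage against median untreated-cell control | benchmarks = cell-only wells, no compound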
ERa SRC1 pot = ER-alpha (human) coactivator binding potentiation. P03372. coactivator binding (% of control), % at 25.6 µM. TR-FRET ERalpha-LBD/SRC-Cy5 coactivator binding, 2 h; 100 = basal binding, no effect. hit rate 1.3% among 86,000; in the data active = activity above about 200%;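 also: binding measured in presence of low estradiol as agonist stimulus; 0% = peptide alone without receptor and 100% = receptor with peptide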
Target sequence (P03372 whole entry, looked up, the tested form may be a part): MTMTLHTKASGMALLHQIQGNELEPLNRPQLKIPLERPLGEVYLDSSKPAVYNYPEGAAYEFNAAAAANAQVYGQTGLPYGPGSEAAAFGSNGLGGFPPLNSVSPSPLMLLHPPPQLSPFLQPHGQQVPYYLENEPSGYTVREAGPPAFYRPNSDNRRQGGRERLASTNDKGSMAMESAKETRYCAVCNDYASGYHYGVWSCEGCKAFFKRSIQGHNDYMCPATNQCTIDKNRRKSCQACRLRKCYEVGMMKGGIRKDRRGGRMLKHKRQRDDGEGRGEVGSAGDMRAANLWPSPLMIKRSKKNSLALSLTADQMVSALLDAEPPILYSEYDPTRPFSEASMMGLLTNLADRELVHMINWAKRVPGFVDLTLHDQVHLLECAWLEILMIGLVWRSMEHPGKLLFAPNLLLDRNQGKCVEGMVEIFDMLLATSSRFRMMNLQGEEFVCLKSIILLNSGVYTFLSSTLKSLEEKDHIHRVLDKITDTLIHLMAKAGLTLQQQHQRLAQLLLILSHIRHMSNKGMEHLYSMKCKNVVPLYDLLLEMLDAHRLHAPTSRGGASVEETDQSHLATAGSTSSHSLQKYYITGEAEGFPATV
Smad3 FoxH1 inh = inhibitors of human Smad3 transcription factor binding. AID 630. hit rate 0.29% among 88,000. inhibition, % at 25 µM. TR-FRET Smad3/Dy647-FoxH1 peptide binding, europium anti-His;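 active = compounds that reduce the energy-transfer binding signal between the protein and its labelled peptide by more than half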;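 also: 0% = Smad3 plus labelled peptide maximal FRET and 100% = peptide-only background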
ERa SRC1 inh = blocks coactivator binding to human estrogen receptor alpha | TR-FRET ER-alpha LBD / SRC-1 peptide, estradiol-bound | inhibition, % at 25.6 µM | hit rate 1.7% among 86,000; in the data active = inhibition above about 50%;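 also: 0% = receptor plus peptide control and 100% = peptide only without receptor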
ERb SRC1 inh = ER-beta (human) coactivator binding inhibition | Q92731 | TR-FRET ER-beta LBD / SRC1-Cy5 peptide binding; receptor agonist-loaded with 1 µM estradiol | inhibition, % at 25.6 µM | hit rate 1.3% among 86,000;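 active = compounds whose percent inhibition of the receptor-coactivator binding signal exceeds about 50% in the single-dose screen, limit read from the data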;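 also: 0% = receptor plus peptide wells without compound and 100% = peptide-only wells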
Calb biofilm kill = kills Candida albicans biofilms. C. albicans biofilm + clotrimazole, Alamar Blue. inhibition, % at 6 µM. hit rate 0.14% among 85,000. AID 834;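 active = inhibition above 20%; inactive = inhibition below 20%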;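 also: preformed 24 hr biofilms exposed to compound for 48 hr; 0% = biofilm without compound and 100% = blank killed by clotrimazole plus chlorhexidine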
sEH act = soluble epoxide hydrolase (human) activation; purified human sEH enzymatic activity, activator screen; hit rate 0.04% among 91,000; AID 717; activation, % at 2 µM; P34913; in the data active = activation above about 37%; also: values of inactives mirror those of a sister screen read the other way
H69AR growth 86K = blocks growth of human H69AR lung tumor cells. H69AR lung tumor viability, ATP luminescence, 72 h; hits give low values. viability, % at 10 µM. hit rate 6% among 85,000. AID 598;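 active = viability at or below 40%; inactive = viability above 40%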;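 also: multidrug resistant small cell line overexpressing MRP-1 efflux transporter; 100% = mean luminescence of untreated control wells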
* marks the source's active call; other numbers are inactive results; · = not tested or not shown; [ ] = another dose, or the depositor's remark. Some of the compounds tested; count on the stated rates, not on these rows.

Compound	HUVEC inhibit	Fibroblast inh	ERa SRC1 pot	Smad3 FoxH1 inh	ERa SRC1 inh	ERb SRC1 inh	Calb biofilm kill	sEH act	H69AR growth 86K
COc1ccc(NC(=O)Nc2ccc(C(=O)N3CCOCC3)cc2)cc1	117	115	107	1	-7	-10	1	-48	85
Cc1cc(C(=O)Nc2cccc(O)c2)c(C)o1	95	105	90[fluorescence artefact?]	5	25	31	10	-14	105
O=C(O)C1CCCN(C(=O)NCc2ccccc2)C1 (stereo not drawn)	94	106	109	-1	-9	-10	-1	·	91
Cc1cccc(Nc2nc(-c3ccc4c(c3)OCCO4)cs2)c1	73	114	86	11	0	3	4	-9	22*
CC(C(=O)Nc1nc2ccccc2[nH]1)N1C(=O)C2CC=CCC2C1=O (stereo not drawn)	95	·	119	0	-9	5	4	3	77
CCOC(=O)c1[nH]c(C)c(C(=O)N2CCN(c3cccc(Cl)c3)CC2)c1C	86	97	90	-11	-9	7[fluorescence artefact?]	8	·	84
CC(Sc1nc(N(C)C)nc(N2CCOCC2)n1)C(=O)Nc1ccccc1 (stereo not drawn)	102	94	109	4	-15	-17	6	0	31*
COc1cccc(OCCn2cc(C(=O)c3ccco3)c3ccccc32)c1	70	93	110[fluorescence artefact?]	5	1	2	4	10	58
CC(=O)Oc1cc2c(cc1Cl)C1(CC(c3ccccc3Cl)O2)CC(C)(C)NC(=S)N1 (stereo not drawn)	79	92	94	1	-3	-4	5	3	32*
N#C/C(=C(/O)COC(=O)Cc1c[nH]c2ccccc12)c1nc2ccccc2[nH]1	89	93	59[fluorescence artefact?]	10	29[fluorescence artefact?]	11[fluorescence artefact?]	6	-1	61
CC1CCCC(C)N1c1nnc(N)s1 (stereo not drawn)	111	102	122	-1	-2	-5	3	·	92
COC(=O)c1cc(C)sc1NC(=O)c1cccnc1	92	102	89	-8	3	11[fluorescence artefact?]	0	6	100
CCCCn1c(-c2cc(Cl)ccc2OC)n[nH]c1=S	103	94	83	21	0	-4	2	9	88
COc1ccc(CNC(=O)COc2ccc(S(=O)(=O)NC(C)C)cc2)cc1	88	94	122	7	-9	-7	2	-1	104
CC(C)NC(=O)NC(=O)COc1ncnc2sccc12	93	101	89[fluorescence artefact?]	3	1	5[fluorescence artefact?]	-1	·	·
Fc1ccc2nc(N3CCCCC3)sc2c1	103	99	88	6	-1	2	-1	14	90
Cc1ccc(S(=O)(=O)Nc2ccc(NC(=O)CN3CCCCC3)cc2)cc1	91	95	108	-1	-10	-7	7	16	77
Cc1nn(Cc2ccccc2)c(N)c1C#N	89	106	98[fluorescence artefact?]	-6	-14	-5	10	6	98
Cc1cnc(C(=O)Nc2ccc(N3CCOCC3)cc2)cn1	91	103	93	-1	1	20	10	-10	90
O=C(NCC1CCCO1)Nc1ccc(Cl)cc1 (stereo not drawn)	101	108	101	15[fluorescence artefact?]	-8	-5	8	-7	98
CCc1ccc(N2CC34C=CC(O3)C(C(=O)OC)C4C2=O)cc1 (stereo not drawn)	96	89	137	4	-4	-10[fluorescence artefact?]	2	2	105
COc1ccc(NC(=O)C2CCC(CNc3c(N4CCC(C)CC4)c(=O)c3=O)CC2)cc1OC (stereo not drawn)	101	100	105	-2	2	-1	11	-5	93
O=C(c1ccco1)N1CCN(C(=O)C(Sc2ccccc2)c2ccccc2)CC1 (stereo not drawn)	104	101	92[fluorescence artefact?]	-2	-4	-4	1	10	76
C/C(N)=C(/C#N)C(=O)CSc1nnc(Nc2ccccc2C)s1	100	98	42	-7	51*[fluorescence artefact?]	65*	-2	16	104
COc1ccc(S(=O)(=O)N(C)CC(=O)Nc2ccc3c(c2)OCO3)cc1OC	71	97	87[fluorescence artefact?]	8	-18	-10	6	-11	85
O=C(NCCN1CCCCC1)/C(=N\O)c1ccccc1	104	106	103[fluorescence artefact?]	-4	5[fluorescence artefact?]	-2[fluorescence artefact?]	-1	-4	108
CCCCCCc1ccc(OCC(=O)O)cc1OCC(=O)O	98	96	91	-4	12	13	3	8	103
CCOC(=O)NC(=O)/C(C#N)=N/Nc1c(F)cccc1F	94	98	87	8	-1	6	5	-6	56
O=C(CSc1nnc(-c2cccnc2)n1Cc1ccco1)c1ccc(Cl)cc1	98	91	116	10	3	1[fluorescence artefact?]	8	-1	95
COc1ccc(CCNC(=O)c2nn(C)cc2Cl)cc1	106	107	129[fluorescence artefact?]	-2[fluorescence artefact?]	-7	2	0	7	105
O=C(NCCCN1CCCC1)c1ccc(CSCc2cccc(Cl)c2)o1	82	96	99[fluorescence artefact?]	13	8[fluorescence artefact?]	4[fluorescence artefact?]	3	-11	97
Cc1cccc(-c2cc3nc(-c4ccccc4)cc(N4CCC5(CC4)OCCO5)n3n2)c1	83	104	127	0	-6	-5[fluorescence artefact?]	6	2	81
CC(C)c1ccc(S(=O)(=O)c2n[nH]n3c2nc(=O)c2ccccc23)cc1	83	97	105	21[fluorescence artefact?]	-13	-18	3	-3	88
O=C(OCC(=O)N1CCN(C(=O)c2ccco2)CC1)c1sc2cc(F)ccc2c1Cl	101	97	116	-2	2[fluorescence artefact?]	4[fluorescence artefact?]	3	-14	104
CC(=O)N1CCN(c2ccc(Nc3nc(C)nc4c3oc3ccccc34)cc2)CC1	93	102	72[fluorescence artefact?]	29[fluorescence artefact?]	6[fluorescence artefact?]	30	1	·	92
COc1cc(NS(=O)(=O)c2ccc(F)cc2)c(C(=O)O)cc1OC	100	107	132	-14	12	30	-1	0	113
CCCCCOc1ccc(N2C(=O)C3C4C=CC(C3C2=O)N(C)C4=O)cc1 (stereo not drawn)	97	102	103[fluorescence artefact?]	1	0	0[fluorescence artefact?]	2	7	98
CCOC(=O)c1c(-c2ccccc2)oc2ccc(OC)cc12	81	97	88	-7	-4	-1	-1	-3	85
Cc1c(CCC(=O)O)c(=O)n2c([nH]c3ccccc32)c1C#N	95	97	114[fluorescence artefact?]	11	-1	-5	5	2	96
O=C1N=C(N2CCCCC2)SC1=C1CCCC1	108	98	67[fluorescence artefact?]	8	5	19	8	-7	97
Cc1cc(NS(=O)(=O)c2ccc(CC(C)C)cc2)no1	96	97	98	11	-3	-6	4	12	95
Cc1ccccc1CNC(=O)c1ccccc1C	96	105	100	-5	2	-13	-1	-5	102
Cn1c(Cn2cnc3ccccc32)nnc1SCc1ccccc1	92	97	127	-12	-14	8	4	2	·
COc1ccc([C@@H]2[C@H]3CN(C(C)=O)CC=C3C(C#N)=C(N)C2(C#N)C#N)c2ccccc12	87	88	118	3	2	7[fluorescence artefact?]	7	·	46
O=C(c1cc2ccccc2oc1=O)N1CCN(c2ccc(N3CCOCC3)nn2)CC1	98	100	142[fluorescence artefact?]	-5	4	-4	-1	0	88
CC(C)CC(=O)Nc1cccc2c1C(=O)N(c1ccccc1)C2=O	96	103	102	-11	-7	4	7	6	93
COc1ccc(C)cc1S(=O)(=O)N(C)CC(=O)Nc1ccccc1	102	100	100	0	-26	-27	1	-6	103
Cc1csc(NC(=O)CSc2nnc(Cc3cccn3C)n2CCc2ccccc2)n1	91	96	92	-7	3	1	17	·	95

Next results.
Results follow in this order: HUVEC inhibit, Fibroblast inh, ERa SRC1 pot, Smad3 FoxH1 inh, ERa SRC1 inh, ERb SRC1 inh, Calb biofilm kill, sEH act, H69AR growth 86K
O=c1c2ccccc2sn1-c1ccc(S(=O)(=O)N2CCCCC2)cc1
    62, 37*, 89, -5, 4, 5, 1, -18, 44
CCOc1ccc(CNc2ncnc(N)n2)cc1
    98, 93, 109, 6, -4, -3, 3, 8, 88
O=C(NC1CCCc2ccccc21)C1CCC(CNc2c(N3CCOCC3)c(=O)c2=O)CC1 (stereo not drawn)
    97, 106, 108, 11, -3, -7, -4, ·, 95
Cc1nnc(Sc2c(N)n(C)c(=O)n(C)c2=O)s1
    95, 98, 104, -3, 0, -3, 2, 6, 100
O=C(O)CSCc1nc2ccccc2s1
    84, 94, 102, -2, -46, -11[fluorescence artefact?], 1, ·, 96
Cc1ccccc1CCNC(=O)C1CCN(S(=O)(=O)c2ccc(-n3cnnn3)cc2)CC1
    93, 102, 111, -9, -2, 0, -5, -25, 78
CSc1nsc(SCC(=O)Nc2c(C)n(C)n(-c3ccccc3)c2=O)n1
    103, 94, 104, -9, -8, 4[fluorescence artefact?], -1, ·, 93
CCOc1ccc(NC(=O)C2CCN(S(=O)(=O)c3c(C)n[nH]c3C)CC2)cc1
    101, 106, 105, -8, 17, 18, 6, ·, 82
Cc1cc(C)c2cc(CN(Cc3cccs3)Cc3nnnn3CC3CCCO3)c(=O)[nH]c2c1 (stereo not drawn)
    98, 96, 90, 7, -4, -4, 9, 8, 74
CCOC(=O)C(Cc1c(F)cccc1F)(NC(C)=O)C(=O)OCC
    102, 98, 124, 0, -6, -8, 7, 3, 101
O=C(c1ccccc1)c1ccc(Oc2ncccn2)cc1
    103, 92, 98[fluorescence artefact?], 2, -23, -27[fluorescence artefact?], 8, ·, 93
Cc1ccc(NC(=O)CSc2nnc(CNC(=O)c3c(F)cccc3Cl)o2)cc1
    66, 102, 92, -12, -2, -4, 0, -2, 94
C=CCNCC#CCOc1ccc(OC)cc1
    95, 96, 100, -2, -11, -9, -3, 3, 70
